# CD11b adhes enh: enhancers of CD11b/CD18 adhesion to fibrinogen, primary screen, K562 cells, luminescence. ATPlite luminescence. activation, % at 10 µM. actives 0.07% (n = 93,000). AID 1499, 2009;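 active = 10 µM primary screen giving 50% or more activity, confirmed by 40% or more on retest at that dose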; also: strong numbers were not always called active; reference of the scale not given here
# Target sequence (P05107 whole entry, looked up, other chains not shown): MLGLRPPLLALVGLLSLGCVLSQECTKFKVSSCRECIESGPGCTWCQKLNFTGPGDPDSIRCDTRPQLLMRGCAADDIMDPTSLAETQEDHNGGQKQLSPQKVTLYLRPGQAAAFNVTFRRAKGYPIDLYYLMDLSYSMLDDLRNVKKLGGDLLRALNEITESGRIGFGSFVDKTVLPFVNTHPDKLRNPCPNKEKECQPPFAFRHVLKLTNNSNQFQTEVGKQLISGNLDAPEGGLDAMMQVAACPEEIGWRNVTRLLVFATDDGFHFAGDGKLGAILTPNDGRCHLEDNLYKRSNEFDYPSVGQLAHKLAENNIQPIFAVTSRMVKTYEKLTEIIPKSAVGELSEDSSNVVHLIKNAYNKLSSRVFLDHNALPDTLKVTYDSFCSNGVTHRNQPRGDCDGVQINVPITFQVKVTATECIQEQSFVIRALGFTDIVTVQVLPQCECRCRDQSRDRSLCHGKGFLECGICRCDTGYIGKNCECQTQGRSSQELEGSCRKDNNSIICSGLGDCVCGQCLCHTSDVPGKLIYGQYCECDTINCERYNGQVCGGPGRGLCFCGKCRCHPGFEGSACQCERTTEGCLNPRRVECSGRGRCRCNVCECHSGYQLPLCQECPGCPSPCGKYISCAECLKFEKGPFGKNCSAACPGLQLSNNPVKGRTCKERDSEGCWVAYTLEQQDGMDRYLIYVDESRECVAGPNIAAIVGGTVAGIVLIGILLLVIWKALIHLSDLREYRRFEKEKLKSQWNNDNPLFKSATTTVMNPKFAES
# Mac1 fbg inh: inhibitors of CD11b/CD18 adhesion to fibrinogen, primary screen, K562 cells, luminescence. Integrin beta-2 (Homo sapiens) + Integrin alpha-M (Homo sapiens), P05107+P11215. ATPlite luminescence; Mn2+ added to activate the integrin. inhibition, % at 10 µM. actives 0.54% (n = 93,000). AID 1497, 2009;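 active = primary inhibition of 50% or more at 10 µM, then 40% or more on retest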; also: some results filed as inactive read as strong as hits
# * marks the source's active call; other numbers are inactive results.
SMILES,CD11b adhes enh,Mac1 fbg inh
CC1CCCC(NC(=O)COC(=O)/C=C/c2ccc3c(c2)OCO3)C1C (centres undefined),4,-1
COc1cc(NC(=O)CCCc2c[nH]c3ccccc23)cc(OC)c1,2,10
Cc1cnc(C(=O)Nc2ccc(C)c(S(=O)(=O)N(C)C)c2)cn1,0,-2
O=C(COC(=O)c1ccc(-c2nnc(-c3ccccc3)o2)cc1)c1ccccc1,2,6
CCCC(=O)NC(=S)Nc1ccc(NC(=O)C(C)C)c(OC)c1,8,1
CNc1ccc(/C=C/C(=O)c2ccc(C)cc2)cc1[N+](=O)[O-],5,9
C=CCN1C(=O)C(Cc2ccccc2)SC1=Nc1ccc(C(=O)O)cc1 (centres undefined),-4,4
CCc1cccc(CC)c1NC(=O)COC(=O)CCc1cc(OC)c(OC)c(OC)c1,6,25
O=C(Cc1ccccc1)Nc1nc(-c2cccc([N+](=O)[O-])c2)cs1,18,-14
CC1Oc2ccccc2OC1(O)c1ccccn1 (centres undefined),-2,-8
O=C1NC(=S)N(C(=O)c2ccc(F)cc2)/C1=C/c1ccccc1,0,-13
CCOCCCNCc1c(Cl)cccc1Cl,0,4
COc1cc(NC(=S)NCCC(c2ccccc2)c2ccccc2)c(OC)cc1Cl,1,30
CC1=C(C(=O)N2CCOCC2)C(c2ccc(Cl)cc2)NC(=S)N1 (centres undefined),-5,1
C/C(=N\Nc1ccc(C(=O)O)cc1)c1nc2ccccc2n1C,0,3
CSc1nnc(CNC(=O)C23CC4CC(CC(C4)C2)C3)n1Cc1ccccc1,0,-20
O=C(NCc1ccco1)c1cccc(S(=O)(=O)N2CCc3ccccc32)c1,-2,6
CCOc1ccc(OCC(O)CNC2CCN(Cc3ccccc3)CC2)cc1 (centres undefined),-1,0
CC(C)C1Cc2c(sc(NC(=S)NC(=O)c3ccccc3)c2C#N)CO1 (centres undefined),10,-1
O=C(N/N=C/c1cc(Br)c(Br)o1)c1cccnc1,-1,0
Cc1ccccc1-n1c(SCc2cccc(F)c2)nc2[nH]ncc2c1=O,2,3
Cc1cc(-c2ccc(N3CCOCC3)cc2)nc2ccccc12,-2,7
COC(=O)CN1C(c2cccc(Cl)c2)=Nc2ccc(Cl)cc2C1c1ccccc1 (centres undefined),7,2
O=C1CS/C(=N/N=C2C3CC4CC(C3)CC2C4)N1,-2,-6
CCNc1nc(CN2CCCCC2)nc2scc(-c3ccccc3)c12,-4,78*
COc1cc(C(=O)NNC2=NC(C)(C)Cc3cc(C)c(C)cc32)cc(OC)c1OC,2,-1
C=CCn1c(C)cc(C(=O)COC(=O)c2ccc(N)c([N+](=O)[O-])c2)c1C,1,9
Cc1ccc(SCC(=O)c2c(C)[nH]c3ccccc23)cc1,12,-4
CCCCCCNCC1OCc2ccccc2CO1,-2,1
CC(Sc1nc(-c2ccc(F)cc2)cs1)C(=O)N1c2ccccc2CC1C (centres undefined),-2,53
COc1ccc(CNC(=O)COC(=O)Cc2ccc(Cl)cc2Cl)cc1,0,12
CCOC(=O)CC(=O)CSc1nc2c(c(-c3cccs3)c1C#N)CCC2,0,8
COc1ccc(-c2nnc3ccc(SCC(=O)Nc4nc5ccc(C)cc5s4)nn23)cc1OC,28,-17
O=C(/C=C/c1ccco1)NC(=S)Nc1nc(-c2ccc(Cl)cc2)cs1,38,-33
CCOc1ccc(C(=O)NC(=S)Nc2ccc(NC(=O)c3ccco3)c(C)c2)cc1[N+](=O)[O-],-1,-11
OC(COCc1cccs1)CN1CCN(c2cccc(C(F)(F)F)c2)CC1 (centres undefined),5,3
COc1ccc(CCNc2cc(C)nc3c(-c4ccc(Cl)cc4)c(C)nn23)cc1OC,8,3
Cc1cc(C)cc(Oc2ccc(-c3nnc(-c4ccccc4)o3)cc2[N+](=O)[O-])c1,11,4
COC(=O)/C=C1/SC(=NC(=O)c2ccccc2)NC1=O,0,2
CCSc1nnc(CNC(=O)C23CC4CC(CC(C4)C2)C3)n1Cc1ccccc1,13,-2
O=C(CNC(=O)c1cccc(F)c1)OCC(=O)N1CCCCC1,0,8
C/C(Cc1ccccc1)=N\NC(=O)CNC(=O)c1ccccc1,-3,-2
CC(C)(C)OC(=O)N/N=C/c1cc(N=Nc2ccccc2)ccc1O,6,-13
COc1ccc(C(=O)N/N=C(\C)CC(=O)N2CCN(C=O)CC2)cc1,-4,10
COc1cc(/C=N/NC(=S)Nc2cccc(C(=O)O)c2)cc(OC)c1OC,1,-19
O=C(c1cc([N+](=O)[O-])cc([N+](=O)[O-])c1)N1CCOCC1,2,1
O=C(COC(=O)c1ccccc1NS(=O)(=O)c1cccs1)NC1CCCCC1,-3,44
Cc1cc(Cl)ccc1NC(=S)Nc1ccccn1,-1,5
Cc1ccc(/C=C/C(=O)Nc2ccc([N+](=O)[O-])c(NC(=O)/C=C/c3ccc(C)o3)c2)o1,125,-15
COc1ccc(NC(=O)OCCn2c([N+](=O)[O-])cnc2C)cc1,10,-2
# Later entries:
SMILES,CD11b adhes enh,Mac1 fbg inh
CCCSc1cc(NCCOC(=O)CCC)c([N+](=O)[O-])c2nonc12,3,17
C/C(CC(=O)Nc1ccccn1)=N\NC(=O)c1ccccc1,-5,8
CCCOc1ccc(C(=O)CCC(=O)OCC(=O)Nc2ccc(Oc3ccccc3)cc2)cc1,-4,-14
Cn1c(-c2ccccc2)c[n+]2c1-c1ccccc1C2,4,15
O=C(Nc1ncc(Cc2cccc(Cl)c2)s1)c1ccc([N+](=O)[O-])cc1,6,72
C/C(=N\Nc1nc2ccccc2[nH]1)c1cccs1,1,12
O=C(CSc1nnc(-c2ccccc2)n1-c1ccc(Cl)cc1)N/N=C/c1ccco1,8,-3
COc1ccc(-n2cnnc2SC(C)C(=O)Nc2cccc([N+](=O)[O-])c2)cc1 (centres undefined),8,-4
COc1ccccc1CNc1nc(S(=O)(=O)c2ccccc2)c(Cl)s1,-1,52
CS(=O)(=O)N1N=C(c2ccco2)CC1c1ccc(Br)cc1 (centres undefined),-3,1
CN(C(=S)NC1CCCCC1)C1(c2ccccc2Cl)CCCCC1=O (centres undefined),2,-2
Cn1c(=O)c([N+](=O)[O-])c(NCCc2ccccc2)c2ccccc21,-4,-2
Cc1nc2ccccc2nc1OCc1cccc(Cl)c1,2,8
CCCCCOc1ccc(CSCCNC(=S)Nc2ccccc2)cc1,-12,101
CN(C)c1ccc(/C=C/c2ccc3ccccc3[n+]2C)cc1,-7,79*
O=C(Nc1cccc(O)c1)C(=O)Nc1ccccn1,0,-7
CCc1cccc2c(C(=O)COC(=O)/C=C/c3ccccc3OC)c[nH]c12,2,-2
CCC(=O)NC(=S)Nc1ccc(NC(=O)c2ccccc2[N+](=O)[O-])cc1,-3,-3
CCOc1ccc(N/C=C/C(=O)c2ccccc2)c([N+](=O)[O-])c1,-10,87
Cc1noc(C)c1CN(C(=S)NC1CC1)c1ccccc1,8,-13
Cc1cc(C)cc(C(=O)NCC(=O)OCC(=O)N2c3ccccc3NC(=O)C2(C)C)c1,5,-4
CCC(c1n[nH]c(=S)n1-c1ccccc1)N(C)C (centres undefined),1,-5
Cc1ccc2nc(N3CC(=O)Nc4ccccc43)nc(-c3ccccc3)c2c1,42,-18
COc1ccc(Cl)cc1NC(=S)NCCSc1ccc(C)cc1,-12,100
O=C(Cc1cc(=O)[nH][nH]1)N/N=C/c1c(Cl)cccc1Cl,1,10
O=C(CSc1nncn1-c1ccccc1)NC1CCCc2ccccc21 (centres undefined),-1,10
O=C(CCc1ccccc1)Nc1nnc(-c2ccccn2)o1,0,12
O=C(Nc1cccc(S(=O)(=O)N2CCCCCC2)c1)c1ccc2ccccc2n1,-2,8
Cc1nn(-c2ccccc2)c(N2CCCC2)c1/C=N/NC(=O)c1cc(-c2cccnc2)nc2ccccc12,12,7
O=c1c2ccccc2nc(SCc2nc3ccccc3s2)n1CCCO,0,19
CC(=O)c1ccc(Nc2c3c(c(C#N)c4nc5ccccc5n24)CCC3)cc1,64,-5
CCOc1ccc(C(=O)NCC(=O)OCc2c(F)cccc2Cl)cc1OCC,3,-5
COc1ccc(OC)c(-c2csc(NC(=O)CSc3ccc(Br)cc3)n2)c1,7,-1
O=[N+]([O-])c1cccc(-c2ccc(/C=N/n3c(-c4ccccc4)n[nH]c3=S)o2)c1,21,22
CC(=O)Nc1ccc(C2=NNC(=NCC3CCCO3)SC2)cc1 (centres undefined),17,-22
Cc1cccc(NC(=O)Cn2cnc3c(oc4nc5c(cc43)COC(C)(C)C5)c2=O)c1,2,2
CP(C)(=O)CCP(=O)(c1ccccc1)c1ccccc1,1,-2
Cc1c(C(=O)N/N=C/c2cccs2)nc2ccccn12,-2,12
COc1ccc(/C=N/NC(=O)COc2ccc3ccccc3c2)c(C(=O)O)c1OC,0,7
COc1ccc(/C=N/NC(=O)c2[nH]c(C)c(C(=O)N/N=C/c3ccc(OC)cc3)c2C)cc1,-1,-9
Cc1ccccc1N1CC(O)(c2ccccc2)[N+]2=C1SCC2 (centres undefined),3,-13
O=C(OCC1CC(c2ccccc2)=NO1)c1ccc(Br)cc1 (centres undefined),11,-8
O=C(Nc1nnc(-c2ccccn2)o1)c1ccc(Br)cc1,1,-8
O=C(N/N=C/c1ccco1)C1COc2ccccc2O1 (centres undefined),1,2
O=C(Nc1ccccc1)/C(=C\c1cccs1)NC(=O)c1ccccc1,1,11
COc1ccc(-c2csc(NC(=O)CSc3ccc(Br)cc3)n2)c(OC)c1,4,0

# Only part of the results is shown; the hit share may differ from the screen's.
